Bioassay records: PubChem, National Center for Advancing Translational Sciences (NCATS)
NPC1 prom act: activates the NPC1 promoter. Huh7 NPC1 promoter luciferase reporter, 24 h. Potency, µM (top dose mostly 9.22 µM), for the others: top-dose activation, most hits filed as activators. actives 2.4% (n = 320,000);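 note: potency is the fitted concentration of half-maximal effect; % of control where 0% means no effect; nearly all actives have a fitted effect of over 60% in size; reporter is driven by a mutant NPC1 promoter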
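Cells: Huh7 expressing luciferase under the NPC1 promoter, 1500/well. Seeded 2 h, compound added, incubated 24 h at 37 °C. Luciferase reagent, 10 min ambient, then luminescence.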
MBNL1-CUG inh: MBNL1-poly(CUG) RNA binding inhibition; TR-FRET MBNL1-His/biotin-(CUG)12 binding, 665/545 ratio; Potency, µM (highest dose often 57.5 µM), for inactives: top-dose activity change, negative = inhibition, hits mostly inhibitors; Q9NR56; AID 2675; actives 0.036% (n = 280,000); active = well fitted inhibition curve with a large enough effect in the signal ratio, with a control signal flat, not every such curve was filed as active; inconclusive = small, poorly fitted or top-dose-only effect, or effect the other way, or a change in a side signal; inactive = no such curve, though single readings can be large or run the other way; the % refers to the signal ratio; note: potency is the fitted concentration of half-maximal effect; % is set by controls: 0 for no effect and ±100 for the full control effect
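TR-FRET readout: Ex 340 nm, 665/545 nm emission ratio, normalized to buffer-only (basal) and MBNL1-(CUG)12 controls. Complex of MBNL1-His with Biotin-(CUG)12, compounds 92 nM–58 uM, incubated 60 min at room temperature.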
ELG1 DNA repair: inhibitors of ELG1-dependent DNA repair in HEK293T cells. HEK293T ELG1-luciferase reporter, luminescence, 16 h; DNA damage induced by 5-fluorouridine. Potency, µM (series often up to 46.1 µM), for the others: top-dose activity change, negative = inhibition, most hits filed as inhibitors. actives 2.3% (n = 330,000). AID 504467; note: potency is the fitted concentration of half-maximal effect; % is set by controls: 0 for no effect and ±100 for the full control effect; nearly all actives have a fitted effect of over 55% in size
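In this reporter screen, reduction of luminescence relative to DMSO vehicle indicated activity. Compounds and 5-fluorouridine were added together to 2,000 cells per well, incubated for 16 hr at 37 °C, then developed with ONE-Glo.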
KCNH2 3.1 inh: KCNH2 3.1 (human) potassium channel inhibition; U2OS KCNH2 3.1, thallium flux FluxOr; stronger effect = lower value; activity change, % (tested at about 1.8 µM); actives 0.95% (n = 340,000); AID 720553;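 active = maximum activity change below -70%; inconclusive = maximum activity change from -70% to -50%; inactive = maximum activity change above -50%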;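 note: thallium influx rate constant from kinetic fluorescence after stimulation buffer; % is set by controls: 0 for no effect and ±100 for the full control effect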
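Normalized rate constant (relative to positive and negative DMSO controls) derived from a 2 min kinetic fluorescence read after stimulation; U2OS cells expressing the 3.1 isoform via virus at 1.77 x 10^8 /mL.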
Rab9 promoter act: activators of Rab9 promoter; AID 485297; Potency, µM (doses to about 9.22 µM), for inactives: top-dose activation, negative = inhibition, hits mostly activators; Huh7 Rab9 promoter-luciferase reporter, luminescence, 24 h; actives 2.8% (n = 320,000); note: potency is the fitted concentration of half-maximal effect; % of control where 0% means no effect; nearly all actives have a fitted effect of over 60% in size
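Cells were plated at 1500 per well in reduced-serum medium with 10% FBS and left 2 h. Compound in DMSO was then added for 24 h at 37 °C. Reporter signal was read by luminescence after 10 min with luciferase detection reagent.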
RORgamma inh: ROR gamma (mouse) transcription inhibition | P51450 | Drosophila S2 Gal4-RORgamma UAS-luciferase reporter, 20 h | Potency, µM (doses to about 53.6 µM), for the others: at the top dose activity change, negative = inhibition, most hits filed as inhibitors | actives 5.4% (n = 310,000); note: potency is the fitted concentration of half-maximal effect; % is set by controls: 0 for no effect and ±100 for the full control effect; nearly all actives have a fitted effect of over 60% in size
Target sequence (P51450 whole entry, looked up, the tested form may be a part): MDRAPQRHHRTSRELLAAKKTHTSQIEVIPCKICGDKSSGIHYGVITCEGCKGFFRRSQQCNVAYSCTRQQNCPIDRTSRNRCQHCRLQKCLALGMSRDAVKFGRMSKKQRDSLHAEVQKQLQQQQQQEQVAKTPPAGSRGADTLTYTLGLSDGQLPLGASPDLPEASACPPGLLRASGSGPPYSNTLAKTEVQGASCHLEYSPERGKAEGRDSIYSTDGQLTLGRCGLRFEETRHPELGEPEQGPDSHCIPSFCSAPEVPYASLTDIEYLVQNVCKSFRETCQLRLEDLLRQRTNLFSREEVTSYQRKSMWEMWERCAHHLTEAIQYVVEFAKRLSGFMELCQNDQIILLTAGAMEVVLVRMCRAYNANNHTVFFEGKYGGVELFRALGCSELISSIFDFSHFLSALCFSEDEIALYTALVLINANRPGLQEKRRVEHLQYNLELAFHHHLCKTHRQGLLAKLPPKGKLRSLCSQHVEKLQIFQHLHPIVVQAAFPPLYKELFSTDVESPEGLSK
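Luminescence from a UAS-regulated Photinus luciferase reporter in stably transfected Drosophila Schneider cells is measured; decreased signal marks ROR gamma inhibition. Fusion expression is induced by 700 uM copper sulfate for 20 hr.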
PKM2 act: activators of human pyruvate kinase M2; P14618; purified PKM2, Kinase-Glo ATP luminescence, activation; response scale: 0% is enzyme alone, no compound; Potency, µM (highest dose often 57.5 µM), for inactives: at the highest dose activation, hits mostly activators; actives 0.34% (n = 260,000); note: potency is the fitted concentration of half-maximal effect; % is set by controls: 0 for no effect and ±100 for the full control effect; nearly all actives have a fitted effect of over 55% in size
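Purified hPK-M2 (>95%) run at intermediate activity with 0.1 mM ADP and 0.5 mM PEP in 50 mM imidazole pH 7.2, KCl, MgCl2; 1 h room temperature. ATP formed read by Kinase-Glo luminescence; normalized to uninhibited and no-enzyme controls.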
FLuc counter: firefly luciferase modulation, counter-screen for miR-21 project | actives 6.9% (n = 360,000) | AID 588342 | purified FLuc, Km substrates, luminescence inhibition | Potency, µM (top dose mostly 57.5 µM), without a hit: at the top dose activity change, negative = inhibition, hits mostly inhibitors | P08659;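 note: potency is the fitted concentration of half-maximal effect; plate controls were vehicle for no effect and reference inhibitor for full effect; nearly all actives have a fitted effect of over 55% in size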
Target sequence (P08659 whole entry, looked up): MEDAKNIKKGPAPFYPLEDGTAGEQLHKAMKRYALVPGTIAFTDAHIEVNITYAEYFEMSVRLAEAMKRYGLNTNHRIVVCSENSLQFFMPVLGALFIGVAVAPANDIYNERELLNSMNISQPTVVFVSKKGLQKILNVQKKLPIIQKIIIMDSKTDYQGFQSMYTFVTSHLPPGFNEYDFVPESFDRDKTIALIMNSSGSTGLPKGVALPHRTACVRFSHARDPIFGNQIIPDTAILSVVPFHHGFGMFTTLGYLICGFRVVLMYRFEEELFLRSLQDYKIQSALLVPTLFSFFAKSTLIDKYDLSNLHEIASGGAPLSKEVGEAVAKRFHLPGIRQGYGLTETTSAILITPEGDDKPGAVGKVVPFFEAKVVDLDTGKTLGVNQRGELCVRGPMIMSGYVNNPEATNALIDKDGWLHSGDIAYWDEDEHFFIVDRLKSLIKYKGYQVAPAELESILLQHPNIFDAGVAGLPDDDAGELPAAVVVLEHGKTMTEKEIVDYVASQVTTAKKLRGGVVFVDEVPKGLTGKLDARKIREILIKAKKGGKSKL
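Purified P. pyralis luciferase (10nM final) with 10uM D-luciferin and 10uM ATP (Km levels) in 50mM Tris acetate pH 7.5, 10mM Mg acetate, 0.01% Tween-20, 0.05% BSA; qHTS 6-point titration, ~60 µM downward; luminescence read.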
Menin-MLL TR inh: menin-MLL binding inhibition, Texas Red mutant peptide | O00255 | Menin + Texas Red MLL mutant peptide, fluorescence polarization | Potency, µM (series often up to 61.6 µM), for inactives: top-dose FP activity change, negative = inhibition, usual class: inhibitors | actives 0.23% (n = 270,000) | AID 1768; active = well fitted inhibition curve with a large enough effect in the polarisation, with a control signal flat, not every such curve was filed as active; inconclusive = small, poorly fitted or top-dose-only effect, or effect the other way, or a change in a side signal; inactive = no such curve, though single readings can be large or run the other way; the % refers to the polarisation; note: potency is the fitted concentration of half-maximal effect; % of control where 0% means no effect; many of its hits are not listed in these tables
Gal4-VP16 FLuc: Gal4-VP16 reporter inhibition counter-screen; Potency, µM (titrated, usually from 53.6 µM), inactives show at the highest dose activity, negative = inhibition, hits mostly inhibitors; Drosophila S2 Gal4-VP16 UAS-luciferase, luminescence, 20 h; actives 3.5% (n = 310,000);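 note: Gal4-VP16 expression switched on by copper sulfate through the metallothionein promoter; potency is the fitted concentration of half-maximal effect; % is set by controls: 0 for no effect and ±100 for the full control effect; nearly all actives have a fitted effect of over 50% in size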
Mito fusion yeast: inhibitors of mitochondrial division or activators of mitochondrial fusion | S. cerevisiae fusion-defective mutant growth rescue, CellTiterGlo 48 h | Potency, µM (titrated, usually from 46.1 µM), without a hit: at the top dose growth rescue (activation), most hits filed as activators | actives 0.23% (n = 320,000);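 note: potency is the fitted concentration of half-maximal effect; % of control where 0% means no effect; nearly all actives have a fitted effect of over 45% in size; temperature-sensitive fusion mutants such as fzo1-1 at 37 °C on non-fermentable ethanol glycerol medium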
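Read-out: ATP-based luminescence (CellTiterGlo, 10 min ambient) reporting growth of fusion-defective ts yeast after 48 hours at 37C on glycerol/ethanol YPEG medium in the presence of compound.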
Active calls of the source: *; u = inconclusive; x = no result given; [ ] = remark or other dose. Unless noted, calls come from the whole dose curve; as a rule, active = well fitted curve in the direction sought with a large enough effect; inconclusive = small, poorly fitted or top-dose-only effect, or another doubt; inactive = no such curve, though single readings can be large; an effect the other way counts as inactive or inconclusive.

SMILES	NPC1 prom act	KCNH2 3.1 inh	Menin-MLL TR inh	Rab9 promoter act	FLuc counter	RORgamma inh	ELG1 DNA repair	Mito fusion yeast	PKM2 act	MBNL1-CUG inh	Gal4-VP16 FLuc
COCCN(C(=O)COC(=O)COc1ccc2c(c1)CCC2)c1c(N)n(Cc2ccccc2)c(=O)[nH]c1=O	2.8%	5.9	x	-0.3%	-15.4%	x	12.6%	x	x	x	x
COc1ccccc1N(CC(=O)Nc1cc(C)on1)S(=O)(=O)c1ccc(Cl)cc1	-3.8%	-18.2	x	1.6%	5.4%	-3.0%	-2.9%	14.8%	7.3%	3.3%	16.9%
O=C(NNC(=O)c1ccccc1[N+](=O)[O-])Nc1ccc(Cl)cc1	0.3%	17.3	-0.2%	-5.5%	-12.2%	33.2%	u	-2.7%	1.3%	u	-15.4%
COc1ccc(NC(=O)N2CCCC(C(=O)NC(C)C)C2)cc1 (stereo not given)	-0.8%	-8.2	5.1%	-1.0%	-4.4%	-19.2%	u	-2.4%	-2.9%	-1.2%	3.7%
COC(=O)c1ccc2c(c1)NC(=O)CS2	-5.6%	-6.4	1.3%	-5.2%	-1.6%	-6.8%	4.3%	-2.0%	0.8%	-8.2%	1.7%
O=C(NCC(c1cccnc1)N1CCN(c2ccccc2F)CC1)c1ccccc1 (stereo not given)	-0.8%	3.8	5.0%	0.2%	3.6%	-5.7%	-17.3%	4.3%	-3.2%	0.8%	-9.7%
O=C1CN(c2ccccc2)C(=S)N1C(=O)c1ccccc1	u	-7.5	25.7%	3.98µM*	23.9µM*	u	u	-10.9%	0.0%	-7.6%	u
COc1cccc(CNC(=O)COc2cc3c(c4oc(=O)cc(C)c24)CCC(C)(C)O3)c1	-1.0%	2.5	-11.9%	0.4%	-4.7%	21.6%	u	22.4%	0.1%	-4.0%	-13.5%
CCCCc1nc2ccccc2c(=O)n1NC(=O)c1c(O)c2ccccc2n(C)c1=O	-4.8%	x	-9.8%	-26.4%	1.1%	8.8%	1.0%	3.2%	-10.8%	6.0%	3.4%
CCn1c(SCC(=O)c2c(N)n(C)c(=O)n(C)c2=O)nnc1-c1ccccc1	-3.3%	x	3.5%	-5.0%	-2.6%	-19.5%	2.3%	0.3%	3.7%	x	-5.5%
O=C(CCS(=O)(=O)c1ccc(Br)cc1)N1CCCCCC1	-6.2%	-16.3	0.1%	1.8%	0.5%	2.7%	u	5.7%	x	7.9%	1.7%
COc1cccc(C(=O)Nc2nnc(S(=O)(=O)N3CCCC3)s2)c1	0.1%	18.0	x	0.0%	-5.2%	19.9%	u	3.3%	x	20.2%	0.5%
CN1CCC2(CC1)N=C(c1ccc(F)cc1)C(=S)N2C(=O)c1ccc(C(C)(C)C)cc1	-2.3%	-9.5	-11.9%	-5.9%	0.6%	12.6µM*	-4.5%	1.5%	-11.9%	-6.1%	u
Cc1ccc(-c2nnc(NCCCO)c3ccccc23)cc1	-2.2%	-4.6	0.7%	-0.3%	2.7%	18.8%	7.6%	6.0%	x	11.8%	9.2%
O=C(Nc1nnc(S(=O)(=O)N2CCOCC2)s1)c1ccccc1F	-2.7%	26.1	x	-3.4%	0.4%	12.0%	21.7%	-2.6%	x	-7.4%	-5.8%
CCOc1ccc(N=C2NN=C(c3cc(C)n(CC4CCCO4)c3C)CS2)cc1 (stereo not given)	27.5%	-5.3	-17.5%	u	13.5µM*	29.0%	0.9%	-1.7%	-1.0%	3.0%	-9.5%
O=C(CCNC(=O)C1CCN(S(=O)(=O)c2ccc(F)cc2)CC1)NCc1cccnc1	-1.7%	-28.0	14.7%	2.0%	0.5%	7.4%	-5.4%	-2.1%	-6.4%	1.6%	14.4%
O=S(=O)(Nc1cccc2c1CCCC2)c1ccc(Cl)cc1	2.0%	-70.8*	1.3%	-3.3%	-8.3%	-24.5%	-1.5%	u	-17.6%	-4.8%	-8.3%
CCc1ccc(OCCOC(=O)Nc2ccccc2)cc1	-2.3%	-3.0	1.2%	-10.4%	1.0%	-10.0%	-7.5%	-1.6%	-1.1%[11.5 µM]	6.5%	-8.6%
CCCCCCCC(=O)N/N=C(\C)c1cccnc1	2.1%	-11.1	-21.4%	0.9%	-2.0%	u	u	-1.1%	5.2%	0.0%	-10.5%
O=C(CSc1nnc(-c2ccncc2)o1)NC1C2CC3CC(C2)CC1C3 (stereo not given)	-3.5%	-11.8	14.3%	-0.4%	-2.6%	-2.2%	u	4.3%	-8.1%	-1.2%	-17.1%
CCOCCn1c(CN2CCCCC2C)nc2c1c(=O)n(C)c(=O)n2C (stereo not given)	-0.8%	21.5	-15.2%	-1.0%	0.2%	-17.6%	2.6%	0.0%	-24.3%	16.7%	-1.0%
CC1CCCCC1NC(=O)COC(=O)/C=C/c1ccc2c(c1)OCO2 (stereo not given)	2.5%	1.2	-6.0%	0.4%	-0.6%	20.2%	0.3%	5.3%	-15.7%	22.4%	u
CCOc1ccc2nc(Cl)c(/C=C/C(=O)c3ccco3)cc2c1	6.6%	2.6	1.5%	2.3%	-4.3%	u	2.4%	-1.2%	-3.2%	1.4%	u
COc1ccc(C/C(N)=N/O)cc1	-0.9%	u	4.7%	-3.8%	2.8%	-7.4%	0.2%	-3.8%	6.7%	-18.7%	-6.3%
COc1ccc(N(CC(=O)NCc2ccc3c(c2)OCO3)C(=O)CCC(=O)Nc2ccccn2)cc1	-3.2%	-15.2	-23.3%	-0.9%	1.1%	-14.7%	9.8%	-2.7%	-1.6%	-1.7%	-7.8%
COC(=O)c1ccc(NC(=O)COC(=O)c2nc3nccc(C)n3n2)cc1	-1.4%	-15.9	1.6%	-6.8%	-2.7%	-6.4%	7.3%	2.4%	7.5%	-0.9%	8.8%
CC1Cc2ccccc2N1S(=O)(=O)c1cccc(C(=O)OCC(=O)NCc2ccco2)c1 (stereo not given)	-4.2%	-2.9	x	-4.0%	3.3%	-4.2%	-14.3%	4.6%	1.6%	x	-1.2%
Cc1cc(F)ccc1S(=O)(=O)Nc1ccccc1C(=O)Nc1ncn[nH]1	-4.7%	-1.1	1.0%	-35.4%[inhibitor]	1.8%	-0.8%	-2.8%	9.1%	5.5%	-0.7%	3.4%
CC(OC(=O)Cn1[nH]c(=O)c2ccccc2c1=O)C(=O)c1ccccc1 (stereo not given)	-6.0%	5.7	12.5%	4.6%	2.2%	9.9%	u	2.2%	-8.0%	-10.1%	7.4%
OCCNc1nc(-c2cccnc2)nc2ccccc12	-0.4%	-3.8	-18.8%	-5.4%	2.0%	13.3%	0.0%	8.8%	-0.3%	-17.4%	-7.6%
CC(C)C[C@H](NC(=O)[C@H]1N2C(=O)c3ccccc3C2SC1(C)C)C(=O)N[C@@H](Cc1ccccc1)C(=O)O (stereo not given in full)	-5.3%	14.6	0.0%	0.1%	5.5%	3.6%	u	0.8%	0.0%	-4.6%	-1.2%
Cc1ccccc1CN1C2=NCCN2c2ccccc21	-1.0%	-9.6	-8.0%	1.9%	0.3%	u	-2.9%	-3.4%	-0.4%	-7.2%	13.1%
Cn1cc(C(CO)Cc2ccccc2)c2ccccc21 (stereo not given)	1.7%	15.2	x	-3.7%	-0.8%	x	-0.2%	11.0%	x	x	x
COC(=O)C12CC3CC(C1)CC(n1cnc(Cl)n1)(C3)C2	-4.8%	-2.0	11.7%	-5.1%	0.7%	-12.5%	16.3%	-0.1%	-1.4%	-8.7%	-8.0%
CCN(CC)S(=O)(=O)c1cccc(-c2nnc(SCC(=O)NC3CCCCCC3)n2N)c1	0.9%	-8.6	1.5%	1.1%	-0.1%	-0.5%	u	-3.1%	2.6%	-10.6%	4.4%

A portion of the library; count on the stated rates, not on these rows.
